# APOBEC3A inh – APOBEC3A ssDNA deaminase inhibitors, primary screen, selectivity assay for APOBEC3G inhibitor project, biochemical, FAM/TAMRA oligo cleavage fluorescence; recombinant A3A, FAM/TAMRA ssDNA deamination fluorescence; 0.41% of 330,000 active; AID 493011, 2011; inhibition, % at 20 µM;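 active = at least 40% inhibition at 20 µM here, with at most 30% in a related deaminase screen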;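 note: plate controls were A3A with DMSO for no effect and wells lacking A3A enzyme for full effect; some results filed as inactive read as strong as hits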
# Target sequence (P31941 whole entry, looked up): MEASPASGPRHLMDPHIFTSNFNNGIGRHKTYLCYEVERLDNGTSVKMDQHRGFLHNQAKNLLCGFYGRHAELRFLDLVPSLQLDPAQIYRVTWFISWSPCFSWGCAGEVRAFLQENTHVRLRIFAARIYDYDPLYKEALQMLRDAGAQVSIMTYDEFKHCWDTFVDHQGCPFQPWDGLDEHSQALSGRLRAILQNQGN
# MPTP inh – mitochondrial permeability transition pore inhibitors, primary screen, biochemical, isolated mouse mitochondria, absorbance; 1.4% of 360,000 active; Ca2+ swelling absorbance, 30 min; inhibition, % at 10 µM; AID 602449, 2012;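 active = inhibition of 50% or more, scaled per plate between neutral and stimulator controls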;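 note: 0% = DMSO wells given calcium and 100% = 1 mM EGTA wells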
# GRIN3A LBD mod – binders of NR3A ligand-binding domain, primary screen, biophysical, differential scanning fluorimetry, uHTS | NR3A LBD differential scanning fluorimetry, Tm shift; 0% = protein alone, 100% = glycine-bound protein | Tm shift relative to glycine control, % at 25 µM | 2.5% of 340,000 active;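 active = melting temperature shift of at least 10% of the positive control shift, at one fixed dose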
# hIAP activ – human IAP activators, primary screen, biochemical, luminescence, uHTS | activation factor at 10 µM | Intestinal-type alkaline phosphatase (Homo sapiens), P09923 | 0.16% of 330,000 active | purified human IAP, CDP-Star luminescence, 30 min; hits give high values; 1 = vehicle-only enzyme, 0 = enzyme-free background;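 active = activation factor of the enzyme at least 2-fold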; note: the source names both 10 and 20 µM as test concentration; values of inactives mirror those of a sister screen read the other way
# APOBEC3G inh – APOBEC3G DNA deaminase inhibitors, primary screen, biochemical, fluorescence, single-stranded DNA substrate, uHTS. 0.28% of 330,000 active. DNA dC->dU-editing enzyme APOBEC-3G (Homo sapiens), Q9HC16. AID 493012, 2011. inhibition, % at 20 µM. recombinant A3G, ssDNA deamination FAM/TAMRA fluorescence;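 active = inhibition of at least 40% at 20 µM, with no more than 30% in the related APOBEC3A deaminase screen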;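 note: plate controls were DMSO wells with A3G for no effect and wells lacking A3G enzyme for full effect; some compounds called inactive have numbers as strong as hits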
# Target sequence (Q9HC16 whole entry, looked up): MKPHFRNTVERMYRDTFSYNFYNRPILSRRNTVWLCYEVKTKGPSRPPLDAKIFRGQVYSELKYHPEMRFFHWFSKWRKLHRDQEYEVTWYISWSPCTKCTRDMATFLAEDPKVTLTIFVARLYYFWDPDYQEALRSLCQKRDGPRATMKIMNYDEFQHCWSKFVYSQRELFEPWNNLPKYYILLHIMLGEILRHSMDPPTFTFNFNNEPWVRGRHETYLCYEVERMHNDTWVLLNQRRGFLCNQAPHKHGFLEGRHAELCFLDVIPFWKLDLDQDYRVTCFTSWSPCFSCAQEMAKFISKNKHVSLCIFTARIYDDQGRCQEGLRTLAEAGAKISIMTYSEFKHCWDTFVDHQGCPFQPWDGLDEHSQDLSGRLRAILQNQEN
# mIAP inh – inhibitors of mouse IAP, primary screen, biochemical, luminescence, uHTS. 0.2% of 330,000 active. purified mouse IAP, CDP-Star luminescence, 30 min. inhibition, % at 10 µM;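 active = inhibition of at least 40% at 10 µM in the primary screen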;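 note: plate controls were DMSO with enzyme for no effect and no enzyme wells for full effect; values of inactives mirror those of a sister screen read the other way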
# hIAP block – human IAP inhibitors, primary screen, biochemical, luminescence, uHTS | Intestinal-type alkaline phosphatase (Homo sapiens), P09923 | AID 2544, 2010 | purified IAP, CDP-Star luminescence, 30 min | inhibition, % at 10 µM | 0.12% of 330,000 active;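 active = inhibition reaching a set limit with compound at 10 µM in the primary screen, cut at about 35% in these data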;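 note: plate controls were DMSO wells with enzyme for no effect and no-enzyme buffer wells for full effect; values of inactives mirror those of a sister screen read the other way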
# beta cell repl – inducers of MIN6 beta-cell proliferation, primary screen, ATP luminescence, uHTS | 0.29% of 330,000 active | MIN6 cells proliferation, ATPlite luminescence, 48 h; cells starved in 0.2% serum; 100% = growth in 10% serum | proliferation, % at 10 µM | AID 2380, 2010;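 active = compounds whose signal lies at least 3.5 SD above the mean of all wells on their plate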;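 note: 0% = DMSO-treated cells in low-serum medium and 100% = 10% serum control; some compounds called inactive have numbers as strong as hits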
# mIAP activ – activators of mouse IAP, primary screen, biochemical, luminescence, uHTS. intestinal alkaline phosphatase [Mus musculus]. muIAP, CDP-Star luminescence, 30 min; hits give high values; 1 = vehicle-only enzyme signal, 0 = enzyme-free wells. activation factor at 10 µM. 0.24% of 330,000 active. AID 2805, 2010;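 active = activation factor of at least 2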; note: the source names both 10 and 20 µM as test concentration; values of inactives mirror those of a sister screen read the other way
#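 Assay system: mouse IAP enzyme; Reagent: CDP-Star chemiluminescent phosphatase substrate; Compound: DMSO-dissolved test compounds; Incubation: 30 min, room temperature; Technique: luminescence from enzymatic CDP-Star hydrolysis; Controls: DMSO-only wells and no-enzyme negative control.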
# Starred values were filed as active, the others as inactive.
smiles,hIAP activ,APOBEC3G inh,mIAP activ,MPTP inh,GRIN3A LBD mod,APOBEC3A inh,hIAP block,beta cell repl,mIAP inh
Cc1ccc(N(CC(=O)N2CCOCC2)S(C)(=O)=O)cc1,1,-1,0.94,-0.2,0,2,0,-2,6
CC(=O)NCCc1nc2ccccc2n1CCCCOc1ccccc1,1,2,1.1,1.4,-1,3,-2,-2,-14
Cc1ccc(CN2C(=O)C(C)Oc3ccccc32)cc1 (stereo unspecified),0.93,-10,1,-1.0,-2,-4,7,1,0
O=C(Cn1cnc2ccccc2c1=O)N1CCc2ccccc2C1,0.98,1,0.96,-0.2,0,1,2,-2,4
CCN(CC)S(=O)(=O)c1cc(OC)ccc1N=Nc1ccc(O)c2ncccc12,0.81,16,0.83,13,-7,27,18,-4,17
CCOCCCNC(=O)C(NC(=O)CNC(=O)c1ccccc1)c1ccccc1 (stereo unspecified),1.1,1,1,-0.6,0,1,-6,-2,-1
Cc1ccc(S(=O)(=O)N2CCC(=O)N(C(COCc3cccc(C(F)(F)F)c3)C(C)C)CC2)cc1 (stereo unspecified),0.96,-2,1,-3.0,0,6,4,-7,-4
CCC1(C)Cc2ccccc2C(=S)N1 (stereo unspecified),0.99,-7,1,-0.3,0,-2,1,-1,-4
Cc1ccc(S(=O)(=O)Nc2ccc3[nH]c(=O)[nH]c3c2)c(C)c1,1.3,-10,1,0.2,-1,-2,-27,-1,-4
COc1ccccc1N(CCC#N)C(=O)CSc1nnc2ccccn12,1.1,2,0.98,-0.4,-1,0,-12,-2,2

# The listing continues:
smiles,hIAP activ,APOBEC3G inh,mIAP activ,MPTP inh,GRIN3A LBD mod,APOBEC3A inh,hIAP block,beta cell repl,mIAP inh
Cc1cc2ccccc2n1CCNC(=O)C1CC1,0.93,2,0.88,2.7,2,0,7,-3,12
CCOc1cc(C(c2c(C)[nH][nH]c2=O)c2c(C)[nH][nH]c2=O)ccc1OCc1ccc([N+](=O)[O-])cc1,0.9,-6,0.9,-3.8,-5,-3,10,0,10
O=S(=O)(NCc1ccccc1Cl)c1cnc[nH]1,0.93,-2,1,-0.7,0,-1,7,-4,0
O=C(O)C(Cc1ccccc1)n1cccc1 (stereo unspecified),1,-5,0.93,-1.4,0,-3,-5,1,7
O=C(NC1CCCCC1)C1CCN(S(=O)(=O)c2cccc3nsnc23)CC1,0.96,-5,0.93,-0.9,-1,-5,4,0,7
Cc1onc(-c2ccccc2)c1C(=O)Nc1nnc(COc2ccc(Cl)cc2)s1,1.1,58*,0.77,2.1,7,-1,-10,-4,23
O=C(c1cc(-c2cccs2)on1)N1CCOCC1,1,-4,0.98,-2.0,-1,-2,-3,3,2
CC(C)(C)c1ccc(C(=O)NC(=S)Nn2cnnc2)cc1,1,0,0.99,2.1,3,-5,-5,-1,1
Cc1cc(C(F)(F)F)c2c(=O)[nH]c(=O)n(Cc3ccccc3)c2n1,1,-6,0.99,0.1,0,-17,-1,7,1
CCOC(=O)Nc1nnc(-c2ccc(OC)c(OC)c2)s1,0.98,-6,1.1,-1.4,-11,-1,2,-1,-8

# Look-ups from the entries so far.
# O=C(c1cc(-c2cccs2)on1)N1CCOCC1 – MPTP inh: -2.0
# CCOc1cc(C(c2c(C)[nH][nH]c2=O)c2c(C)[nH][nH]c2=O)ccc1OCc1ccc([N+](=O)[O-])cc1 – APOBEC3G inh: -6
# O=S(=O)(NCc1ccccc1Cl)c1cnc[nH]1 – mIAP activ: 1

# Entries of single compounds from above. Values in the order: hIAP activ | APOBEC3G inh | mIAP activ | MPTP inh | GRIN3A LBD mod | APOBEC3A inh | hIAP block | beta cell repl | mIAP inh
# Results for O=S(=O)(NCc1ccccc1Cl)c1cnc[nH]1 → 0.93 | -2 | 1 | -0.7 | 0 | -1 | 7 | -4 | 0
# Results for O=C(O)C(Cc1ccccc1)n1cccc1 (stereo unspecified) → 1 | -5 | 0.93 | -1.4 | 0 | -3 | -5 | 1 | 7

# Next entries
smiles,hIAP activ,APOBEC3G inh,mIAP activ,MPTP inh,GRIN3A LBD mod,APOBEC3A inh,hIAP block,beta cell repl,mIAP inh
CCc1ccc(CNC(=O)C2CCCN(c3nn4c(=O)cc(C)nc4s3)C2)cc1 (stereo unspecified),1.1,-8,1.1,-3.9,-1,-5,-6,0,-5
CC1=[N+](CC(=O)NC(C)(C)C)CCc2ccccc21,0.81,0,0.99,0.4,5,4,19,0,1
C=CCn1c(=O)c(CCC(=O)Nc2ccc(N3CCOCC3)cc2)nc2cc(C(F)(F)F)ccc21,0.92,-8,0.94,1.4,2,-9,8,2,6
COC(=O)C1=C(CN2CCSCC2)NC(=O)NC1c1cc(C)ccc1C (stereo unspecified),1,-3,1.1,0.3,-4,-3,-3,0,-11
NC(=O)COc1ccc(=O)n(-c2ccccc2)n1,0.92,-8,1.1,-0.6,-1,-2,8,-2,-8
Cc1ccccc1C(=O)N1CCCC(CCC(=O)N2CCN(c3ccccn3)CC2)C1 (stereo unspecified),1.2,-3,1,0.1,-1,0,-16,-2,-1
CCCCN(CCCC)S(=O)(=O)c1ccc2[nH]c(=O)[nH]c2c1,0.89,-2,0.97,-0.9,-4,1,11,-1,3
COc1cccc(C(=O)N2CCN(C(=O)c3ccc(-c4ccccc4)cc3)CC2)c1OC,1.1,-10,1,0.6,0,-7,-5,-4,-5
O=C1CCC(c2ccccc2)(C2CCN(Cc3ccccc3)CC2)C(=O)N1 (stereo unspecified),0.96,-3,0.95,-1.4,1,-5,4,-1,4
COc1ccc(C(=O)NCC(=O)N=Nc2c(O)n(C)c3ccccc23)cc1OC,0.94,-7,1,-0.8,1,-2,6,0,0

# (next part)
smiles,hIAP activ,APOBEC3G inh,mIAP activ,MPTP inh,GRIN3A LBD mod,APOBEC3A inh,hIAP block,beta cell repl,mIAP inh
COC(=O)C1C(=O)C2=C(CC1C)NC(C)=C(C(=O)OCCOc1ccccc1)C2c1ccc(C)o1 (stereo unspecified),0.94,1,0.96,2.2,-6,0,6,-1,4
Oc1cccc(Nc2nc(-c3ccccc3)nc3ccccc23)c1,0.92,-9,0.95,2.7,28*,-4,8,-7,4
O=C(NNS(=O)(=O)c1ccc(Cl)cc1Cl)c1cc2ncc(C(F)(F)F)cc2s1,0.82,-6,0.79,21,2,-4,18,-1,21
Cn1nc(SCC(=O)O)sc1=S,1,-9,0.99,1.0,1,-1,-3,-1,1
COC(=O)c1ccccc1NC(=O)COc1ccc(S(=O)(=O)N2CCCC2)cc1C,0.94,-5,0.98,1.4,-10,-2,6,-1,2
Cc1ccc(Oc2nc3ccccn3c(=O)c2/C=C(\C#N)C(=O)NC2CCS(=O)(=O)C2)c(C)c1 (stereo unspecified),0.87,-1,1,-3.1,0,-3,13,-3,-1
COc1cccc(NC(=O)CSc2nnc3cc(C)nc(N)n23)c1,0.88,-10,0.91,-0.2,1,-3,12,5,10
Cc1cc(C)cc(C(=O)NCC(=O)OCC(=O)N(C)C2CCS(=O)(=O)C2)c1 (stereo unspecified),0.9,-3,0.91,-1.5,1,-2,10,-2,9
CCOC(=O)N1CCN(C(=O)C(C)c2ccc([N+](=O)[O-])cc2)CC1 (stereo unspecified),1.1,-4,1.1,-0.9,2,-6,-10,-2,-9
O=C(N/N=C/c1cn(Cc2ccccc2)c2ccccc12)c1cc(O)cc(O)c1,0.91,-1,0.81,0.7,6,14,9,1,20

# Ordered by value in MPTP inh (highest first): some entries from above.
canonical_smiles | hIAP activ | APOBEC3G inh | mIAP activ | MPTP inh | GRIN3A LBD mod | APOBEC3A inh | hIAP block | mIAP inh
Oc1cccc(Nc2nc(-c3ccccc3)nc3ccccc23)c1 | 0.92 | -9 | 0.95 | 2.7 | 28* | -4 | 8 | 4
Cn1nc(SCC(=O)O)sc1=S | 1 | -9 | 0.99 | 1.0 | 1 | -1 | -3 | 1
O=C(N/N=C/c1cn(Cc2ccccc2)c2ccccc12)c1cc(O)cc(O)c1 | 0.91 | -1 | 0.81 | 0.7 | 6 | 14 | 9 | 20
COc1cccc(NC(=O)CSc2nnc3cc(C)nc(N)n23)c1 | 0.88 | -10 | 0.91 | -0.2 | 1 | -3 | 12 | 10

# (more compounds)
smiles,hIAP activ,APOBEC3G inh,mIAP activ,MPTP inh,GRIN3A LBD mod,APOBEC3A inh,hIAP block,beta cell repl,mIAP inh
C#CCOCCOCCOCCNc1nc(N2CCN(C(=O)[C@H](CCC(=O)O)n3cc([C@@H](N)CCCCN)nn3)CC2)nc(N2CCN(C(=O)[C@H](CCCCN)n3cc([C@@H](N)CC(N)=O)nn3)CC2)n1,0.98,-1,0.96,-0.3,2,-2,2,-3,4
C=CCNC(=S)NC(=O)c1ccc(C)c(Br)c1,0.98,-5,0.94,2.9,2,0,2,-6,6
CC(NC(=O)CCC(=O)N1CCN(S(=O)(=O)c2ccc(Cl)cc2)CC1)c1ccccc1 (stereo unspecified),0.95,-9,0.98,-1.0,2,-2,5,0,2
CC(C)Oc1ccc(Cc2n[nH]c(=S)n2Cc2ccccc2)cc1Cl,1.2,-8,0.96,21,0,0,-24,1,4
O=C(Cn1cnc2ccccc21)OCC(=O)N1CCCc2ccccc21,1.1,-2,1,44,0,1,-10,-1,-4
CCc1ccc(NC(=O)NCc2ccc3c(c2)OCO3)cc1,0.84,-7,1.3,-1.9,2,0,16,2,-26
O=C(C1CCC(=O)N(C2CC2)C1)N1CCC(Oc2ccccc2F)CC1 (stereo unspecified),0.9,-8,0.92,-1.3,0,0,10,-2,8
CCc1ccccc1N(C1=NCCCS1)S(=O)(=O)c1ccc(C(C)(C)C)cc1,0.93,7,0.97,0.7,-4,6,7,0,3
CC1(C)O[C@@H]2[C@H](O1)[C@@H](CO)O[C@H]2n1cnc2c(N)ncnc21,1,-6,0.97,-1.0,0,3,-4,-1,3
O=C(NN=C1CCCC1)c1n[nH]c2c1CCCC2,1.8,-3,1,1.1,1,0,-83,3,0

# Following part
smiles,hIAP activ,APOBEC3G inh,mIAP activ,MPTP inh,GRIN3A LBD mod,APOBEC3A inh,hIAP block,beta cell repl,mIAP inh
Cc1ccc(NC(=O)C(c2ccccc2)N2CCN(CC(=O)N3CCOCC3)CC2)cc1Cl (stereo unspecified),1,4,1.1,-0.9,0,16,-1,2,-15
COc1ccc(N(CC(=O)Nc2cccc(N(C)S(C)(=O)=O)c2)S(C)(=O)=O)cc1OC,1.1,-2,1,-1.2,-1,-3,-7,-3,-5
Cc1ccc(NC(=O)CCc2ccc(S(=O)(=O)NC3CCCCC3)cc2)cc1,1,0,1.2,-4.8,-4,0,-3,0,-22
COC(=O)c1ccc(C(=O)OC)nc1,0.89,-1,0.96,-0.9,1,4,11,0,4
COCC(=O)Nc1ccc(N2CCOCC2)c(S(=O)(=O)Nc2ccccc2OC)c1,0.97,31,0.85,-2.2,-3,-3,3,0,15
Cc1[nH]n(-c2ccccc2)c(=O)c1N=Nc1ccccc1C(=O)N1CCOCC1,1.1,-13,0.91,1.8,-3,-3,-5,0,9
